Bioassay records as filed in PubChem.
Pf apPOL inh: Pf-apPOL DNA polymerase inhibition; Recombinant Pf-apPOL, molecular beacon fluorescence, 1.5 h; inhibition, % at 10 µM; actives 0.25% (n = 210,000)
mHTT CaM bind: disrupts binding of mutant huntingtin to calmodulin; AlphaScreen His-mHTT/GST-CaM binding, luminescence; inhibition, % at 15 µM; actives 3.6% (n = 190,000);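 also: 0% = both proteins with DMSO and 100% = one protein alone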
Target sequence (P42858 whole entry, looked up, stated change not applied): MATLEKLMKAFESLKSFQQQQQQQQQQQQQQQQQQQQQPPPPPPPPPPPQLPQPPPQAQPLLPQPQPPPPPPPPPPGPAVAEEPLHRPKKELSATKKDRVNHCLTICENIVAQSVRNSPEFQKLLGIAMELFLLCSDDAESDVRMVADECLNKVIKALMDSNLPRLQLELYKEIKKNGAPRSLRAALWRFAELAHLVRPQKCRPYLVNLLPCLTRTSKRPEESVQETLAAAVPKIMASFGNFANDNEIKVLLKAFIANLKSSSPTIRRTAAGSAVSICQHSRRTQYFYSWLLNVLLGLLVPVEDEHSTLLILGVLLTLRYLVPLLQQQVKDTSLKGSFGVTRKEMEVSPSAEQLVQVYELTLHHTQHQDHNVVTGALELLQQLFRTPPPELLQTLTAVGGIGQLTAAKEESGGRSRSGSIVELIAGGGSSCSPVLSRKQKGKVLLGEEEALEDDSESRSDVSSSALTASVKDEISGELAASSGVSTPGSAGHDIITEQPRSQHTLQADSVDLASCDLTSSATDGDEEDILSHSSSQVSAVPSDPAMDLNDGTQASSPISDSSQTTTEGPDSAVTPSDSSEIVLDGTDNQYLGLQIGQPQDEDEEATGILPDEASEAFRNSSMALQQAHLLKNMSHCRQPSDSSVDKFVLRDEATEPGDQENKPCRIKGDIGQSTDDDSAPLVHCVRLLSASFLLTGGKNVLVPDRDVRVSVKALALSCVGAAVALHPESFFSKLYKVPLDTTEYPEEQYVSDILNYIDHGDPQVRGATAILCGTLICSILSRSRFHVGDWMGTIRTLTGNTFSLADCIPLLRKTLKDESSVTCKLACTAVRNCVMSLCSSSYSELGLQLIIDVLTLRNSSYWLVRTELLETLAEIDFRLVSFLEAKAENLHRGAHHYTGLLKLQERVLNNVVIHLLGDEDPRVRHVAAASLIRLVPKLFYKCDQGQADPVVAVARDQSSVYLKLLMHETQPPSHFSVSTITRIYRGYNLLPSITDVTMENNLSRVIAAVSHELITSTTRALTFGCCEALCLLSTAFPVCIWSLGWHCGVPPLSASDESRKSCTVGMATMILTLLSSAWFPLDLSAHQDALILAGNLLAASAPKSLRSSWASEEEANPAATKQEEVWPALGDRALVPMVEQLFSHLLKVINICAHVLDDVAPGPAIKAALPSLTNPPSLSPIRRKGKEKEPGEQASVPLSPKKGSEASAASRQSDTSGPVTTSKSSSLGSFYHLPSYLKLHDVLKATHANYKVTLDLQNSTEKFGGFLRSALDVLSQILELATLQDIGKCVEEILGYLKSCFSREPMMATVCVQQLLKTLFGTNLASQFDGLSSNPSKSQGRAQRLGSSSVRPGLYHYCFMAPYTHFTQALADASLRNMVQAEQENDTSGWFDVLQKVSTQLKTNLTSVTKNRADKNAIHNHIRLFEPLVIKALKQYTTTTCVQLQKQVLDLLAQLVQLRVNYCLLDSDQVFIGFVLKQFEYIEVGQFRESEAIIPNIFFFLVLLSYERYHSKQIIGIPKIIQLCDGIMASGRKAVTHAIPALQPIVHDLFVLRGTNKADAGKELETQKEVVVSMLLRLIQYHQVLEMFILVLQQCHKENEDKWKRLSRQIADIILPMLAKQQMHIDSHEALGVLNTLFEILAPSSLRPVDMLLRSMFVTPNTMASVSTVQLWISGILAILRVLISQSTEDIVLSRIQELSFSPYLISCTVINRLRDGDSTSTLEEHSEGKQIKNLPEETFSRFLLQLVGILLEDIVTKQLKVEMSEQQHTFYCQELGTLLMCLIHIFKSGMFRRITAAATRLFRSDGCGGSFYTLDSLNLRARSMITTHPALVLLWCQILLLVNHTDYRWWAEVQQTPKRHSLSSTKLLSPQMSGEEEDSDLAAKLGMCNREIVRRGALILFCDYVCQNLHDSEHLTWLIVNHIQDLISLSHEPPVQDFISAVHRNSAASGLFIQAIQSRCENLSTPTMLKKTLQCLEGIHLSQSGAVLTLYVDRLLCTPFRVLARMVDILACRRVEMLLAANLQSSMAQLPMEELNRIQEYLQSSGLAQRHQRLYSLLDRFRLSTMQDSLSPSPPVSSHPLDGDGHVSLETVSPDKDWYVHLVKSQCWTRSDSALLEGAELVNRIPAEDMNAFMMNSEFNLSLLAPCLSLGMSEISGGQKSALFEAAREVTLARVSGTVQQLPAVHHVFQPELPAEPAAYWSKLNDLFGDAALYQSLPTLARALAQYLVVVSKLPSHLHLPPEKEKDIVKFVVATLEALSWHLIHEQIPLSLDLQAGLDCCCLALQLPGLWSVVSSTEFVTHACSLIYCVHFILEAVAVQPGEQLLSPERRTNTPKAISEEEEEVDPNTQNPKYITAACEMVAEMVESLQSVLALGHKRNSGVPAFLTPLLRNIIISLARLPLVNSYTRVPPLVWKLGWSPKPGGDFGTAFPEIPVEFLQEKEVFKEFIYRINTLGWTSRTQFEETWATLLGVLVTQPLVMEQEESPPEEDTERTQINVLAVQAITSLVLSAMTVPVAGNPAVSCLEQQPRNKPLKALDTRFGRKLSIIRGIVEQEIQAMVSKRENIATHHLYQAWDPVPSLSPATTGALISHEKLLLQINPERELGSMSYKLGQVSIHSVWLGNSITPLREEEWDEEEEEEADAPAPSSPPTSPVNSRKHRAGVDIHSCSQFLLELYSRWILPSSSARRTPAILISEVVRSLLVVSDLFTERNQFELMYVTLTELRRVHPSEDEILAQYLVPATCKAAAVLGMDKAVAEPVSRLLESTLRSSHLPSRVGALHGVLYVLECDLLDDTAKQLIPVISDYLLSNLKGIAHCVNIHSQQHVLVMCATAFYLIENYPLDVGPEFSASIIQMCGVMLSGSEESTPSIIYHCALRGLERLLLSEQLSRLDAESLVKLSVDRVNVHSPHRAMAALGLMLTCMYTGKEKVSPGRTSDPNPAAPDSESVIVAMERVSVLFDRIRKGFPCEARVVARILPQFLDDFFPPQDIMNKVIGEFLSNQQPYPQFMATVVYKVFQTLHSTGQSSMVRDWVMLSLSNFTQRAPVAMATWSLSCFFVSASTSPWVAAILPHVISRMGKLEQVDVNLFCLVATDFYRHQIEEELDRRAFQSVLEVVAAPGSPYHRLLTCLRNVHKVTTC
An asterisk follows results filed as active; x = no result given; & = joins results of further samples. Rule as the data show it: active = inhibition above about 50%; inactive = the rest.

SMILES	Pf apPOL inh	mHTT CaM bind
CCCc1cc(=O)n2[nH]cc(-c3cccc(Br)c3)c2n1	-4	20
Cc1ccc(-c2nc3ncccc3o2)cc1NC(=O)CSc1ccc(Cl)cc1	6	32
Cc1ccccc1N1N=NC2C(=O)N(c3cccc(Cl)c3)C(=O)C21 (stereo not given)	3	-16
COc1ccc(OC)c(NC(=O)Cc2ccc(OC)c(OC)c2)c1	86*	10
Cc1ccc2n1CCN(C(=O)NCCc1ccccc1)C2C(C)C (stereo not given)	-3	54*
CCOC(=O)N1CCc2nn(CC(=O)Nc3c(C)cccc3CC)c(=O)cc2C1	3	19
Nc1cccc(C(=O)N2CCN(c3cccc(Cl)c3)CC2)c1	-5	45
Cc1ccc2nc(/C(C#N)=C/c3cc([N+](=O)[O-])ccc3F)[nH]c2c1	1	4
COc1ccc(-c2c(C)oc3c4c(ccc3c2=O)OCN(CC2CCCO2)C4)cc1OC (stereo not given)	-12&-1	7&-14
Cc1ccccc1CNC(=O)c1ccc(NC(=O)C2CCC2)cc1N1CCOCC1	3	2
c1ccc(-c2csc3ncnc(N4CCCC4)c23)cc1	-4	-3
Cc1cc(C)n(-c2ccc(=O)n(CC(=O)Nc3nnc(C)s3)n2)n1	-10	-9
O=[N+]([O-])c1ccc2c(c1)oc1ccc(S(=O)(=O)N3CCOCC3)cc12	x	-2
Cc1ccccc1NC(=O)CCC(=O)Nc1ccccc1C	1	0
CCOc1ccccc1NC(=O)N1CCC2(CC1)NC(=O)c1cc(F)ccc1N2C	21	-9
COc1ccc(C(=O)Nc2ccccc2C(C)C)cc1[N+](=O)[O-]	5	-4
COc1ccc2nc(NC(=O)c3ccc(OC)c([N+](=O)[O-])c3)sc2c1	-2	-3
Cc1ccc2nc(C)c(NC(=O)C(C)(C)C)c(=O)n2c1	-9	-21
Cc1ccc(S(=O)(=O)NNC(=S)NC(C)(C)C)cc1	-6&7	x
O=C(C1CCCCC1)N1C[C@H](n2cc(-c3ccc(F)cc3)nn2)[C@@H](O)C[C@@H]1c1ccccc1	0	6

A different layout for 3 compounds above.
| compound | Pf apPOL inh | mHTT CaM bind |
| --- | --- | --- |
| COc1ccc2nc(NC(=O)c3ccc(OC)c([N+](=O)[O-])c3)sc2c1 | -2 | -3 |
| Cc1cc(C)n(-c2ccc(=O)n(CC(=O)Nc3nnc(C)s3)n2)n1 | -10 | -9 |
| Cc1ccccc1NC(=O)CCC(=O)Nc1ccccc1C | 1 | 0 |

(next part)
SMILES	Pf apPOL inh	mHTT CaM bind
CC(=O)C1=C(O)CCC1=NCCc1ccccc1	-9	-4
CCNc1cc(N2CCCC(CCC(=O)N3CCC(C(=O)OCC)CC3)C2)ncn1 (stereo not given)	-5	6
O=C(NCc1cccc(Oc2ccccc2)c1)c1ccco1	-27	0
CCSc1ccccc1C(=O)Nc1nnc(-c2ccsc2)o1	-28	84*
Cc1nn(C(=O)c2sc3ccccc3c2Cl)c2c1C1C(C2)C1(C)C (stereo not given)	-1	-15
CCc1nc(N2CCOCC2)c(C#N)c2c1COC(C)(C)C2	-4&5	-4&-4
Cc1nc2ccc3nc(NC(=O)COc4ccccc4F)sc3c2s1	1	12
CCOc1ccc(NC(=O)CNC(=O)C2CCCCC2)cc1	-1	-8
CCCNc1cc(N2CCC(CCC(=O)NCc3cnccn3)CC2)ncn1	-5	5
CCOC(=O)c1c(SC)nc2ccc(Cl)cc2c1Sc1ccc(C)cc1	-1	x
COc1ccc(OCC(=O)N2CCN(c3ccc([N+](=O)[O-])cc3Cl)CC2)cc1	-2	19
COc1ccc(C2C(C(=O)N3CCCCC3)c3cc(OC)c(OC)cc3C(=O)N2C)cc1OC (stereo not given)	4	-1
COc1cc2c(cc1OC)-c1cc3ccc(OC)c(OC)c3c[n+]1CC2	x	3
CCc1nnc(NC(=O)c2cccs2)s1	-5	3
CC(=NNc1c(Cl)cccc1Cl)c1sc(CCn2cccc(C(F)(F)F)c2=O)nc1C	-7	x
Cc1ccc2nc(NC(=O)CN3C(=O)c4ccccc4C3=O)sc2c1	1	4
Cc1nc(-c2cnccn2)nc2c1CC(=O)N2C1CCCCC1	0	23
N#Cc1c(C(F)(F)F)cc(-c2cccs2)nc1SCc1nc(N)nc(N2CCOCC2)n1	-2	-14
Cc1cccc(N2CCN(C(=O)C3CCN(c4cncnc4N(C)C)CC3)CC2)c1C	2	52*
CCOc1ccc(/C=C2\N=C(c3cc([N+](=O)[O-])ccc3Cl)OC2=O)cc1	-6	4
Cc1ccc(CNC(=O)C2CCc3sc(C(=O)N4CCCCCC4)cc3C2)o1 (stereo not given)	4	11
O=C(c1cccc(OCC2CCCN(C(=O)c3ccc(F)cc3F)C2)c1)N1CCCCC1 (stereo not given)	-5	25
CC(=O)Nc1ccc(F)cc1NC=C(C#N)C#N	-11	x
CCN(CC)C(=O)Cn1cnc2sc(C(=O)Nc3ccccc3C(F)(F)F)c(C)c2c1=O	-1	7
COc1ccc(C(=O)N2CCC3(CC2)NC(=O)c2cc(Cl)ccc2N3C)cc1OC	-7	1
O=C(C1CCCN(c2cnc3nccnc3c2)C1)N1CCCCCC1 (stereo not given)	-4	7
Cc1ccc(-c2csc(NC(=O)c3ccc(Br)s3)n2)o1	0	13
Cc1nc2ccccc2nc(C)c1=NOCc1cccc(C(F)(F)F)c1	3	2
CNc1nccc(N2CCC(CC(=O)NCCCN3CCCCC3)CC2)n1	-9	5
COc1ccc(CNCc2ccccc2[N+](=O)[O-])c(OC)c1	-5	-2
CC(Oc1cc(Cl)ccc1Cl)C(=O)N1CCc2ccccc21 (stereo not given)	-2	-3
O=C(O)c1cnc(=O)[nH]c1-c1cccnc1	1	x
O=C1C(=Cc2cccc(Br)c2)Oc2cc(O)ccc21	0	4
COc1ccc(CC(NC(C)=O)C(=O)O)c(Cl)c1OC (stereo not given)	0	x
CC(=O)C(C)(CCC(=O)O)CCC(=O)O	-2	x
CSc1n[nH]c(-c2ccc(Cl)cc2)c1SC(=O)c1c(F)cccc1F	2	x
O=C(c1ccc(F)cc1)N1CCN(c2nc(CN3CCCC3)cs2)CC1	0	9
O=C(Oc1ccc(Oc2ccccc2)cc1)N1CCC(OC(=O)n2ccnc2)CC1	13	x
COc1cc(CN2CCN(c3ccc([N+](=O)[O-])cc3)CC2)ccc1O	1	15
CC(C)c1cc(C2CCCN2C(=O)c2c(F)cccc2F)no1 (stereo not given)	10	-3
Cc1ccc(NC(=O)N2CCOc3ccc(Cl)cc32)cc1C	-7	-2
Cc1cccc(C)c1NC(=O)c1ccc(-c2ccccc2[N+](=O)[O-])o1	-2	4
C=CCc1cc(C)ccc1OCCOCCn1ccnc1	-3	6
CCC(C)NC(=O)C1CCCN(S(=O)(=O)N(CC)CC)C1 (stereo not given)	-5	0
COc1cc(NC(=O)c2ccc(C)c(C)c2)c(OC)cc1NC(=O)c1ccccc1	-11	6
CCc1ccccc1NC(=O)COc1ccccc1	-3	-8
O=c1/c(=C/c2cccc(Br)c2)sc2ncnn12	-7	5
COc1ccccc1C1(CNC(=O)C(=O)Nc2ccc3c(c2)OCO3)CCOCC1	-4	-14
COc1ccccc1CNC(=O)c1ccccc1C	2	-2
CNc1ncnc2c1C(c1ccc(Cl)cc1)c1c(NC)ncnc1O2	-8	4
Next records follow:
SMILES	Pf apPOL inh	mHTT CaM bind
Cc1ccc(-c2cc(Cc3ccc(-c4cccs4)s3)c(=O)[nH]n2)cc1	-16	x
O=C(Cc1cccc(C(F)(F)F)c1)N1CCCn2nc(-c3cccs3)cc2C1	-3	16
O=C1c2ccccc2C(=O)c2cc(Cn3cc(-c4cccc(C(F)(F)F)c4)nn3)ccc21	-6	4
CSc1c(C(=O)NCc2ccccc2)ccc2c1C(=O)c1ccccc1C2=O	9	5
COc1ccc(C2CC(c3cc(Cl)ccc3O)=NC3(CCN(C(C)=O)CC3)N2)cc1 (stereo not given)	-4	100*
O=C(CN1N=C(c2ccc(Cl)cc2)CCC1=O)NC1CCCCC1	-13	7
O=C(CSc1ccccc1)N1CCc2c(nc3cc[nH]n3c2=O)C1	-18	-1
CSc1ncccc1C(=O)OCc1cc(-c2cccs2)on1	3	-17
O=C(NCc1cccc(F)c1)c1ccc2ncnc(N3CCCC3)c2c1	5	-10
O=[N+]([O-])c1ccc(-[n+]2nc(-c3ccccc3)nn2-c2ccccc2)cc1	-3	2&12
Cc1noc(C2CN(CC(=O)N3CCN(c4ccc(Cl)cc4)CC3)C2)n1	-17	10
CCOC(=O)c1cc(C)n(Cc2ccncc2)c1C	-9	x
Cc1cc2n(n1)CCC(=O)N2CCCC(=O)NCCN(C)C1CCCCC1	-4	-2
Nc1cc(N)nc(SCC(=O)Nc2nc3c(s2)CCCC3)n1	0&-2	7&6
COc1ccc(OC)c(NC(=O)c2ccc(Cl)cc2)c1	-3	-6
Cc1noc(NS(=O)(=O)c2ccc(N/C=C/C(=O)c3ccccc3)cc2)c1C	4	6
CC12CC3(C)CC(C)(C1)CC(NC(=O)Nc1nccs1)(C2)C3	-8	17
COc1ccccc1CNC(=O)c1ccc2c(c1)N(C)C(=O)C1CCCCN21 (stereo not given)	-4	22
O=C(NCc1ccccc1)N1CCN(c2ccc(-c3cccs3)nn2)CC1	-17	4
COc1ccc(N=CC(C=NC(C)(C)C)[N+](=O)[O-])c(OC)c1 (stereo not given)	-9	26
O=C(Nc1nnc(-c2cc(Cl)sc2Cl)o1)c1nc2ccccc2s1	-3	1
Cc1ccccc1N1CCN(c2c([N+](=O)[O-])c(=O)n(C)c3ccccc23)CC1	-10	5
CS(=O)(=O)N(CC(=O)Nc1cccc([N+](=O)[O-])c1)c1ccccc1	4	2
CCN1C(=O)Cc2ccccc2C1C(=O)NCc1ccc(Cl)cc1 (stereo not given)	-2	9
O=C(NCCOc1ccc(-c2ccco2)nn1)c1cccc(C(F)(F)F)c1	3	3
O=C(CNC(=O)c1cccc2ccccc12)Nc1ccccc1F	-2	0
O=S1(=O)C=CC(Nc2ccc(Cl)cc2)C1 (stereo not given)	-9	0
O=C(CN1C(=O)C(c2ccccc2)=NC12CCCCCC2)Nc1ccc(F)c(F)c1	-10	-1
CCNC(=O)C1CCN(c2cc(SCC(=O)Nc3ccccc3OCC)ncn2)CC1	0	-3
Cc1ccc(CNC(=O)CSc2nc3nc(C)cc(C)n3n2)cc1	-8	4
C[C@H]1[C@@H](NCC2CCCCC2)CC[C@@]23CCCN2C(=O)CCC[C@@H]13	-4	-4
COc1cccc2cc(C(=O)Nc3nnc(Cc4ccc(Cl)s4)o3)oc12	-12	-8
C=CCNS(=O)(=O)c1nc2nc(C)c(C)c(C)n2n1	0	-2
Cc1ccc(N2C=C(C#N)S(=O)(=O)c3ccc(Cl)cc32)cc1	-6	-2
Cc1ccccc1CN1CCN(CCOCCO)CC1	-1	3
O=C(Nc1ccccc1)c1ccnc(N2CCNC(c3ccccc3)C2)c1 (stereo not given)	-2	18
CC(C)(CO)NC(=O)c1ccc([N+](=O)[O-])cc1	-2	0
COc1ccc(NC(=O)CCNS(=O)(=O)c2ccc(Br)s2)cc1	0	-5
COC(=O)c1c(NC(=O)CC2SCC(C(=O)OC)NC2=O)sc2c1CCCC2 (stereo not given)	-19	32
CN1C(=O)Cc2ccccc2C1C(=O)N1CCCCC1 (stereo not given)	-1	-12
CC(=O)N(C(C)=O)c1cc(N2CCOCC2)c([N+](=O)[O-])cc1C	-6	-6
CCn1c(C2CCN(C(=O)c3ccc(OC)c(OC)c3)C2)nc2cccnc21 (stereo not given)	-8	1
N#Cc1cccc(C(=O)N2CCc3nc[nH]c3C2)c1	2	-10
Cc1cccc(CNC(=O)c2ccc(-c3ccsc3)nc2)c1	0	-2
O=C(Nc1ccc2oc(-c3ccccc3F)nc2c1)c1ccccc1[N+](=O)[O-]	6	25
Cc1nnc(SCC(=O)c2ccc(-c3ccccc3)cc2)n1C	-5	6
Cn1nc(C(=O)N2CCN(C(=O)C3CC3c3ccccc3)CC2)ccc1=O (stereo not given)	-4	-9
O=C(c1cc2ccccc2o1)N1CCN=C1SCc1cccc(C(F)(F)F)c1	-15	3
COc1ccc(CNC(=O)C2CCN(Cc3cccc(OCc4ccccc4)c3)CC2)cc1	8	7

Filtered by structure: the compounds so far containing a nitro group on carbon.
SMILES	Pf apPOL inh	mHTT CaM bind
Cc1ccc2nc(/C(C#N)=C/c3cc([N+](=O)[O-])ccc3F)[nH]c2c1	1	4
O=[N+]([O-])c1ccc2c(c1)oc1ccc(S(=O)(=O)N3CCOCC3)cc12	x	-2
COc1ccc(C(=O)Nc2ccccc2C(C)C)cc1[N+](=O)[O-]	5	-4
COc1ccc2nc(NC(=O)c3ccc(OC)c([N+](=O)[O-])c3)sc2c1	-2	-3
COc1ccc(OCC(=O)N2CCN(c3ccc([N+](=O)[O-])cc3Cl)CC2)cc1	-2	19
CCOc1ccc(/C=C2\N=C(c3cc([N+](=O)[O-])ccc3Cl)OC2=O)cc1	-6	4
COc1ccc(CNCc2ccccc2[N+](=O)[O-])c(OC)c1	-5	-2
COc1cc(CN2CCN(c3ccc([N+](=O)[O-])cc3)CC2)ccc1O	1	15
Cc1cccc(C)c1NC(=O)c1ccc(-c2ccccc2[N+](=O)[O-])o1	-2	4
O=[N+]([O-])c1ccc(-[n+]2nc(-c3ccccc3)nn2-c2ccccc2)cc1	-3	2&12
COc1ccc(N=CC(C=NC(C)(C)C)[N+](=O)[O-])c(OC)c1 (stereo not given)	-9	26
Cc1ccccc1N1CCN(c2c([N+](=O)[O-])c(=O)n(C)c3ccccc23)CC1	-10	5
CS(=O)(=O)N(CC(=O)Nc1cccc([N+](=O)[O-])c1)c1ccccc1	4	2
CC(C)(CO)NC(=O)c1ccc([N+](=O)[O-])cc1	-2	0
CC(=O)N(C(C)=O)c1cc(N2CCOCC2)c([N+](=O)[O-])cc1C	-6	-6
O=C(Nc1ccc2oc(-c3ccccc3F)nc2c1)c1ccccc1[N+](=O)[O-]	6	25

Some of the compounds tested, so the mix of outcomes need not match the whole.
